# CCT chaperon mod: modulators of cytosolic chaperonin (CCT/TRiC) activity. purified chaperonin ATPase assay, HTRF ADP detection, 30 min. activity change, % (no concentration beside the values), hits read low. 360,000 tested, 0.3% active. AID 651819; in the data active = activity change below about -30%; also: % is scaled to controls: 0 for no effect and ±100 for the full control effect
#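 TRiC at 40 or 20 nM final (batch-dependent) in 30 mM Tris pH 7.4, 100 mM KCl, 5 mM MgCl2, 1 mM DTT, with compound at single 76 uM and 10 uM ATP, 30 min at 37 deg C. ADP detected by HTRF Transcreener, 665/615 ratio.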
# WRN inhibitor: inhibitors of human WRN helicase. Potency, µM (doses to about 114 µM), for inactives: at the top dose activity change, negative = inhibition, usual class: inhibitors. 360,000 tested, 0.46% active. Q14191. WRN helicase unwinding, fluorescent forked duplex, kinetic. AID 651768; also: potency is read from the fitted curve at half-maximal effect; % is scaled to controls: 0 for no effect and ±100 for the full control effect; nearly all actives have a fitted effect of over 55% in size
# Target sequence (Q14191 whole entry, looked up): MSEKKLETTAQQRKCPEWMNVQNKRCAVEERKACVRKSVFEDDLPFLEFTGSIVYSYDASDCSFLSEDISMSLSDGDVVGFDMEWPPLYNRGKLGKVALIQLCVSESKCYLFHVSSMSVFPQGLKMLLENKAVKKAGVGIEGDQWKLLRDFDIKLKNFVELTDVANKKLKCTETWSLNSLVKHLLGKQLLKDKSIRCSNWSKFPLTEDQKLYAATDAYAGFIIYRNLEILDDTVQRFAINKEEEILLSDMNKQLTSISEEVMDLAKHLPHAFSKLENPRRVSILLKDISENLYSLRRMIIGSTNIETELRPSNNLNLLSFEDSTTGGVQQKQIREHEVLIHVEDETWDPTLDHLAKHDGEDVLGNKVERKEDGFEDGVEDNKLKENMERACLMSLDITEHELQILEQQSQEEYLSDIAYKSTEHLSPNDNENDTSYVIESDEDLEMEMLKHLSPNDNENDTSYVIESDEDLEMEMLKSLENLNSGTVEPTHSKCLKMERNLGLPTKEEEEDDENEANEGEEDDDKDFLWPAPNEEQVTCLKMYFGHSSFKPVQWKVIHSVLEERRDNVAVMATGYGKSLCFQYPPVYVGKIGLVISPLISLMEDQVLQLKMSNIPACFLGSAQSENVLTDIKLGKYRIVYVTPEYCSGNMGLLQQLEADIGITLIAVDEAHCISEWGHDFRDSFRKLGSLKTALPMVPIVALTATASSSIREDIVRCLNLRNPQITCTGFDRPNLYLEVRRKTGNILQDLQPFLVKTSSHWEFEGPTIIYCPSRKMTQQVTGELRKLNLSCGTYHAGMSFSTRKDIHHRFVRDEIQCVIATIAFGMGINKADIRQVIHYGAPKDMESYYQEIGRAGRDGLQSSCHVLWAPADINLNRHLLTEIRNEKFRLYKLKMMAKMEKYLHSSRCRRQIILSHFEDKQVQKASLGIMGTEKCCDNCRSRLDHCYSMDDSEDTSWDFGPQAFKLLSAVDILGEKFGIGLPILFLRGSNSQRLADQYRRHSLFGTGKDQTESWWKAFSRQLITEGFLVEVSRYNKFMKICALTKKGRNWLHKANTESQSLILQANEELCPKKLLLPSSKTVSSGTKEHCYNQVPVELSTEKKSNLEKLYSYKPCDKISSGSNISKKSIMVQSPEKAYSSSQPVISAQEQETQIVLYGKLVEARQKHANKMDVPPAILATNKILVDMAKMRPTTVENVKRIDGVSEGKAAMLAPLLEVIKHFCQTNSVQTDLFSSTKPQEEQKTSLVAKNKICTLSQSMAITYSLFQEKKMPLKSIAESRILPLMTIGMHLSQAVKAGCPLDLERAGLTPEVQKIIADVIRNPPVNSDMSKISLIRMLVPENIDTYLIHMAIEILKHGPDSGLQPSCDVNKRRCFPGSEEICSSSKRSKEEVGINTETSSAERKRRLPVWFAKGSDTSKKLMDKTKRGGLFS
#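 Fluorescence dequenching readout, ex 525 nm/em 598 nm, kinetic mode: forked duplex DNA (100 nM final) with adjacent fluorophore and quencher unwound by WRN (20 nM final) with 2 mM ATP. Compound preincubation 15 min, room temperature.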
# EPAC1 antagonist: EPAC1 (human) antagonism. O95398. AID 720709. Potency, µM (doses to about 115 µM), for inactives: top-dose activity change, negative = inhibition, actives largely listed as inhibitors. EPAC1 GEF assay, Rap1b-BODIPY-GDP exchange fluorescence. 360,000 tested, 0.14% active;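 also: potency is read from the fitted curve at half-maximal effect; plate controls were vehicle for no effect and positive control for full effect; nearly all actives have a fitted effect of over 50% in size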
# EPAC2 antag: antagonists of human EPAC2; Q8WZA2; EPAC2 GEF exchange of Rap1B-BODIPY-GDP, fluorescence; Potency, µM (series often up to 114 µM), inactives show at the top dose activity, negative = inhibition, actives largely listed as inhibitors; 360,000 tested, 0.18% active; AID 720708; also: potency is read from the fitted curve at half-maximal effect; % is scaled to controls: 0 for no effect and ±100 for the full control effect; nearly all actives have a fitted effect of over 45% in size; many of its hits are not listed in these tables
# PI5P4Ka inh: PI5P4K alpha (human) kinase inhibition. AID 652105. 330,000 tested, 1.2% active. PI5P4Kalpha enzyme, ADP-Glo luminescence, 60 min; stronger effect = lower value. max response, %; active = max response of -50% or lower; inconclusive = between -30% and -50%; inactive = -30% or higher; also: value at the top dose of about 77 µM; % is scaled to controls: 0 for no effect and ±100 for the full control effect
#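 Compounds were pin-transferred onto PI5P4Kalpha and substrate in HEPES pH 7.4 buffer with EGTA, CHAPS and 5% DMSO. ATP (5 microM final) started the reaction, which ran 60 minutes at room temperature before ADP-Glo detection.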
# PLK1 PBD inh: PLK1 (human) polo-box domain binding inhibition. P53350. Plk1 PBD binding of FITC phosphopeptide, fluorescence polarization. Potency, µM, for the others: max response, negative = inhibition, usual class: inhibitors. 360,000 tested, 2.8% active; also: potency is read from the fitted curve at half-maximal effect; series mostly up to about 57 µM; % is scaled to controls: 0 for no effect and ±100 for the full control effect; nearly all actives have a fitted effect of over 65% in size
# MmCpn inh: inhibitors of Methanococcus maripaludis chaperonin (MmCpn); purified Mm-Cpn ATPase, ADP Transcreener TR-FRET; Potency, µM (doses to about 76.9 µM), for the others: at the highest dose activity, negative = inhibition, most hits filed as inhibitors; 330,000 tested, 0.031% active; AID 504842; also: potency is read from the fitted curve at half-maximal effect; % is scaled to controls: 0 for no effect and ±100 for the full control effect; nearly all actives have a fitted effect of over 80% in size
#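 Measured: ADP formation by purified Mm-CPN. Conditions: 25 nM protein, 10 uM ATP, Tris pH 7.4 with Mg2+, K+ and DTT, 37°C for 30 min. Detection: Transcreener HTRF after 30 min at room temperature.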
# EPAC1 ag: agonists of human EPAC1 | EPAC1 agonist qHTS, biochemical assay; response scale: 100% = response to 6.5 mM cAMP | Potency, µM (doses to about 154 µM), inactives show top-dose activation, hits mostly activators | 360,000 tested, 0.073% active; also: potency is read from the fitted curve at half-maximal effect; nearly all actives have a fitted effect of over 60% in size
#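 Normalized to 6.5 mM cAMP, activity reflects EPAC1-catalysed release of BODIPY-GDP from Rap1B, followed kinetically over 30 min at 480 nm excitation, 540 nm emission. Reaction contained 100 nM EPAC1, 250 nM Rap1B-BODIPY-GDP, 50 uM GDP.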
# * = called active by the depositor; u = inconclusive; x = not tested or not shown; [ ] = another dose, or the depositor's remark. Unless noted, calls follow the shape of the dose curve; as a rule, active = well fitted curve in the direction sought with a large enough effect; inconclusive = small, poorly fitted or top-dose-only effect, or another doubt; inactive = no such curve, though single readings can be large; an effect the other way counts as inactive or inconclusive. Some of the compounds tested (hit frequency here may not be typical).
# Sequence of screens – CCT chaperon mod	WRN inhibitor	EPAC1 antagonist	EPAC2 antag	PI5P4Ka inh	PLK1 PBD inh	MmCpn inh	EPAC1 ag
- CCOCc1nnc(NC(=O)CCc2ccccc2)s1
 : -0.5	0%	-12%	-12%	-1	-26%	-2%	2%
- Oc1c(C=NCc2ccncc2)sc2ccccc12
 : 2.8	3%	-7%	-8%	1	u	0%	3%
- COc1ccc(CNC(=O)CN(Cc2ccc(Cl)cc2)C(=O)c2csnn2)cc1
 : -1.2	1%	-6%	-10%	5	-13%	-23%	10%
- COc1ccc(Cl)cc1N(CC(=O)Nc1ccccc1C(=O)NCc1ccco1)S(C)(=O)=O
 : -1.5	-15%	-4%	-7%	x	-4%	0%	7%
- Cc1oc(-c2ccccc2F)nc1CS(=O)(=O)CC(=O)N1CCCCCC1
 : -0.2	2%	1%	1%	3	-14%	-8%	2%
- C[C@@H]1CN([C@H](C)CO)S(=O)(=O)c2ccc(-c3cccc(C#N)c3)cc2O[C@H]1CN(C)C(=O)Nc1cc(F)ccc1F
 : -0.7	-3%	-12%	3%	3	-6%	x	5%
- Cc1cc(=O)n2[nH]c(-c3sccc3-n3c(C)ccc3C)cc2n1
 : 2.3	u	u	25%	-57*	-28%	-24%	-4%
- CCSC1=N/C(=C\c2ccccc2)C(=O)N1c1ccc(OC)cc1
 : -1.4	-1%	12%	u	2	3%	-1%	1%
- CCC(C)NC(=O)CCn1c(-c2ccc(F)cc2)cc(C(C)=O)c1C (stereo not drawn)
 : -1.7	0%	-4%	2%	9	-11%	2%	9%
- Cc1[nH]c(=O)c(C#N)c2c1COC(C)(C)C2
 : 0.4	1%	8%	25%	2	-5%	3%	2%
- O=C(NN=CC=Cc1ccccc1)C(O)C(O)C(=O)NN=CC=Cc1ccccc1 (stereo not drawn)
 : -0.1	-18%	2%	-4%	0	-1%	x	3%
- Cc1ccc(Nc2nc(N)nc(CN3CCN(c4ccccc4F)CC3)n2)cc1
 : 3.5	3%	3%	-5%	x	0%	-1%	-3%
- O=c1cnc(-c2ccc(Cl)cc2)cn1O
 : -1.4	6%	-3%	4%[57.1 µM]	1	-7%	0%	5%
- O=C(CCCCCn1c(=S)[nH]c2cc3c(cc2c1=O)OCO3)N1CCN(C2CCCCC2)CC1
 : -1.9	-2%	-8%	3%	-2	7%	1%	3%
- O=C1CCCC(O)=C1C=NCc1ccccc1
 : 2.8	-14%	-16%	6%	8	7%	-8%	-10%
- COc1ccc(S(=O)(=O)N(CCC#N)Cc2ccco2)cc1OC
 : 0.4	5%	-3%	4%	-3	-4%	0%	13%
- CCCCCc1cc(OC)cc2c1C(=O)OC(C)(C)O2
 : -0.4	3%	-11%	u	14	-3%	0%	-20%
- CCN1C(=Nc2ccc(Cl)cc2)SC/C1=C\C(=O)OC
 : -0.2	-5%	7%	-1%	x	1%	1%	6%
- CCCCNC(=O)Cn1cnc2sc(C)c(S(=O)(=O)N3CCN(c4ncccn4)CC3)c2c1=O
 : -1.0	-24%	-16%	1%	-3	-12%	-4%	9%
- CC1(C(=O)NCc2cccc(Cl)c2)Cc2c(-c3ccccc3)ccnc2O1 (stereo not drawn)
 : -0.3	-9%	-7%	-17%	0	-1%	x	4%
- COc1ccc(-c2ccnc3nc(N4CCOCC4)nn23)cc1
 : -0.2	3%	-20%	-5%[57.1 µM]	-1	-6%	-3%	-1%
- CSc1nccc(NC(=O)c2ccc(C(C)(C)C)cc2)n1
 : 0.4	-6%	7%	-16%	0	-8%	1%	-1%
- COc1cccc(C(O)c2ncc(-c3cccc4ccccc34)[nH]2)c1 (stereo not drawn)
 : -2.5	-5%	-19%	13%	2	-12%	x	-6%
- C[C@@H]1CN([C@@H](C)CO)C(=O)c2cccc(NS(C)(=O)=O)c2O[C@H]1CN(C)Cc1ccc(C(=O)O)cc1
 : -1.2	-2%	-2%	4%	4	-13%	0%	-5%
- CCN1CCN(CCCNC(=O)c2ccc(/C=C3/Sc4ccccc4N(Cc4ccccc4F)C3=O)cc2)CC1
 : -1.6	-4%	-4%	u	-28	-11%	0%	6%
- O=C(O)CSCC(=O)N1CCCN(c2nccc(C(F)(F)F)n2)CC1
 : 0.1	-1%	11%	-2%	2	-2%	0%	19%
- Cc1cc2c(c(=O)n1CCc1ccccc1)C(C(C)C)C(C#N)=C(N)O2 (stereo not drawn)
 : -2.5	7%	-22%	5%	x	-6%	-2%	1%
- COc1ccc(C(=O)OCC(=O)Nc2ccc3c(c2)OCO3)cc1S(=O)(=O)N1CCOCC1
 : 0.4	0%	-9%	0%	-5	-8%	0%	6%
- COCc1[nH]nc2c1C(c1ccc(OC)cc1)C(C#N)=C(N)O2 (stereo not drawn)
 : -0.2	0%	2%	-6%	-3	-24%	4%	-6%
- Cc1cccc(N2CCN(C(=O)CCc3nc4ccccc4[nH]3)CC2C)c1 (stereo not drawn)
 : -0.6	-5%	-30%	-11%	10	1%	0%	2%
- COC(=O)[C@@]12C[C@@H](CC(=O)N3CCCCC3)C(=O)N(Cc3ccco3)C1=CCC(C)(C)C2
 : x	1%	-19%	-11%	5	-6%	x	-9%
- CCc1cc(=O)oc2cc(C)cc(OCC(=O)NCC(O)c3ccccc3)c12 (stereo not drawn)
 : -1.0	-5%	7%	-10%	-1	0%	-8%	-3%
- Fc1cccc(-c2oncc2-c2nnnn2-c2ccc(Cl)cc2)c1
 : -2.0	-5%	-2%	1%	x	-10%	1%	12%
- CSc1ccc(CCNC(=O)C2CCCN(c3ncnc4c3nc3n4CCCCC3)C2)cc1 (stereo not drawn)
 : -1.1	-4%	-16%	0%	1	-21%	-2%	-1%
- O=C(CSc1nncn1-c1ccccc1F)NC1CC1
 : -1.7	-8%	-2%	-6%	6	0%	-3%	6%
- O=C(/C=C/c1ccccc1[N+](=O)[O-])Nc1ccc(S(=O)(=O)Nc2ncccn2)cc1
 : -0.9	-31%	6%	4%	-5	-9%	0%	-4%
- CCN(c1ccccc1)S(=O)(=O)c1ccc(C(=O)Nc2nnc(CSC)o2)cc1
 : -1.0	3%	5%	-16%	5	-9%	0%	8%
- Cc1ccc(NC(=O)c2cccc(S(=O)(=O)N3CCN(c4ccc(F)cc4)CC3)c2)nc1
 : -1.5	u	u	-7%	-1	-12%	-1%	-4%
- C=CCSc1nsc(N)n1
 : -0.5	2%	9%	18%	2	-27%	1%	6%
- CNC(=S)N/N=C/c1cn(Cc2c(F)cccc2Cl)c2ccccc12
 : -1.9	-10%	5%	-2%	11	3%	-2%	19%
- O=C(O/N=C(\c1ccccc1)c1ccccn1)c1cccc2ccccc12
 : -1.6	-16%	-4%	-3%	23	2%	2%	14%
- CC(OC(=O)C1CCCCC1)c1nc2ccccc2[nH]1 (stereo not drawn)
 : -3.7	13%	13%	13%	7	-5%	0%	3%
- Cc1cccc(C)c1NC(=O)CCCSc1nnc(-c2ccco2)o1
 : 2.4	-8%	-2%	-5%[57.1 µM]	7	-2%	-7%	4%
- S=C(NCc1ccco1)N1CCN(C(c2ccccc2)c2ccccc2)CC1
 : 0.2	-9%	-11%	-13%	x	-12%	-1%	u
- CCOC(=O)C1=C(CCc2ccccc2)NC(=O)NC1c1ccc2ccccc2c1 (stereo not drawn)
 : 0.6	-1%	2%	3%	0	2%	-2%	-17%
- C/C(=N\NC(=O)c1nnn(-c2nonc2N)c1CN(C)c1ccccc1)c1ccc(O)cc1
 : -2.6	-7%	2%	4%	6	-4%	5%	5%
- CCOC(=O)C1CN(S(=O)(=O)c2cc(OC)ccc2OC)C1
 : -0.8	9%	0%	1%	-8	-6%	-1%	2%
- CC1CCN(C(=O)c2ccc(NC(=O)c3cccs3)cc2)CC1
 : -1.5	6%	6%	1%	-3	-3%	-2%	0%
- O=C(CCNS(=O)(=O)c1cccc2nsnc12)Nc1ccc2c(c1)OCCO2
 : -0.3	4%	-5%	9%	0	-4%	0%	-6%
- Cc1ccc(C2=CC(c3ccc(N(C)C)cc3)n3nnnc3N2)cc1 (stereo not drawn)
 : 0.4	6%	-13%	7%	-2	6%	0%	-8%
- CCCCN(C=O)c1c(CC)nc2ccc(C(=O)N3CCN(C)CC3)cn12
 : 0.8	9%	8%	8%	3	0%	x	7%
- CCOc1cccc(OCCCNCCCOC)c1
 : -0.7	7%	9%	4%	-9	-2%	-1%	-5%
- CC(=O)c1c(C)[nH]c(C(=O)OCC(=O)Nc2ncc(Cl)c(C)c2Cl)c1C
 : 1.2	-20%[57.1 µM]	-16%	-4%	-54*	-14%	1%	6%
- COc1cc(NC(=O)c2cc(OC)c(OC)c(OC)c2)cc(-n2cnnn2)c1
 : -0.6	-7%	-5%	-4%	1	-5%	-2%	-6%
- CCc1cccc(CC)c1NC(=O)C1CC(=O)N(c2ccc3c(c2)OCCO3)C1 (stereo not drawn)
 : -9.2	-9%	4%	0%	x	-6%	0%	2%
- COc1cc(OC)nc(NC(=S)NC(=O)c2ccccc2)n1
 : 2.6	-8%	-1%	0%	6	u	1%	1%
- COc1ccc(N2C(=O)CC(N3CCC(O)(c4ccc(Cl)cc4)CC3)C2=O)cc1 (stereo not drawn)
 : -0.8	1%	-2%	-1%	x	-5%	1%	3%
- COc1ccc(CNC(=O)CN2C(=O)COc3ccc(S(=O)(=O)N4CCC(C)CC4)cc32)cc1
 : 0.8	-10%	-27%	-14%	-6	30µM*	-2%	5%
- Cc1ccc(NC(=O)c2cnn(-c3ccccc3)c2C)cc1C
 : 0.4	-9%	u	-19%	1	-15%	-1%	-8%
- O=C(c1ccoc1)N1CCN(c2cc(-c3ccco3)nc3cc(-c4ccccc4)nn23)CC1
 : -0.8	-2%	-3%	-7%	-28	-13%	x	11%

# The results go on.
# Sequence of screens – CCT chaperon mod	WRN inhibitor	EPAC1 antagonist	EPAC2 antag	PI5P4Ka inh	PLK1 PBD inh	MmCpn inh	EPAC1 ag
- CCn1cc(C(=O)OCC(=O)Nc2c(C)cccc2C)c(=O)c2ccc(C)nc21
 : -5.2	1%	-1%	2%	2	-16%	-7%	10%
- COc1ccc2c(c1)C(=O)CC(c1ccccc1F)O2 (stereo not drawn)
 : -1.3	-9%	-2%	-10%	-2	-10%	-3%	12%
- Cc1ccc(NC(=O)COC(=O)c2ccc(-n3cnnn3)cc2)c(Br)c1
 : -6.1	-7%	-21%	3%	4	-7%	0%	8%
- CC(C)c1nc(SCC(=O)Nc2ccc3c(c2)OCO3)n[nH]1
 : -1.8	9%	-4%	6%	-12	2%	0%	-4%
